From PubChem BioAssay
All columns: NCI-60 one-dose screen, growth in % after 48 h at 10 µM unless noted; 100 = growth as untreated, 0 = no growth, -100 = all killed.
CCRF-CEM – CCRF-CEM leukemia | 77,000 compounds, 7% hits
MCF7 – MCF7 breast cancer | 82,000 compounds, 6.3% hits | AID 1794796
MDA-MB-468 – MDA-MB-468 breast cancer; AID 2202374; 78,000 compounds, 8.5% hits
RPMI-8226 – RPMI-8226 leukemia cells; 77,000 compounds, 7.5% hits; AID 1794781
MDA-MB-231 – MDA-MB-231 breast cancer | 81,000 compounds, 5% hits
An asterisk follows results filed as active; x = no result given; & = joins results of further samples; ! = a repeat was not active; [ ] = dose if it differs, or a comment. How the source made its calls: active means growth percent below 10; inactive means the rest. Not all compounds are listed (hit frequency here may not be typical).

1: CC(C)=CC(O)C/C(C)=C/CC/C(C)=C/CCC1(C)C(CCCO)/C(=C(/C)C=O)CCC1(C)O (stereo not given)
2: CC1(C)Oc2ccc3c(=O)cc(-c4ccc(F)cc4)oc3c2C1C(=O)O (stereo not given)
3: CC1(C)CC2=C(Sc3ccccc3N2)C(=O)C1C(=O)C(=O)Nc1cc(Cl)ccc1Cl (stereo not given)
4: N#CC(=S)Nc1cccc(Cl)c1
5: CCCCCCCCCCCCC/C=C/[C@H]1[C@@H](C(=O)OC)N1S(=O)c1ccc(C)cc1 (stereo not given in full)
6: COc1ccc(/C=C2\N=C3Sc4c(nc[nH]c4=O)N3C2=O)cc1
7: CO/C(N)=C(\C#N)N=Cc1ccco1
8: CC(=O)OC1CCn2c1nc1cc([N+](=O)[O-])c(C)cc12 (stereo not given)

entry no. | 1 | 2 | 3 | 4 | 5 | 6 | 7 | 8
CCRF-CEM | x | x | x | x | x | x | x | x
MCF7 | -6.7*[100 µM] | 80.6&86.7[100 µM] | 81.5&66.8[100 µM] | -100.0*[100 µM] | 36.2&53.6[100 µM] | 44.2&46.4[100 µM] | 11.5&42.1[100 µM] | 94.7&102.7[100 µM]
MDA-MB-468 | x | x | x | x | x | x | x | x
RPMI-8226 | x | x | x | x | x | x | x | x
MDA-MB-231 | x | x | x | x | x | x | x | x

One compound at a time, as listed above. Values in the order: CCRF-CEM	MCF7	MDA-MB-468	RPMI-8226	MDA-MB-231
CC(=O)OC1CCn2c1nc1cc([N+](=O)[O-])c(C)cc12 (stereo not given) in the list: x	94.7&102.7[100 µM]	x	x	x
CC(C)=CC(O)C/C(C)=C/CC/C(C)=C/CCC1(C)C(CCCO)/C(=C(/C)C=O)CCC1(C)O (stereo not given) in the list: x	-6.7*[100 µM]	x	x	x
COc1ccc(/C=C2\N=C3Sc4c(nc[nH]c4=O)N3C2=O)cc1 in the list: x	44.2&46.4[100 µM]	x	x	x

Further records
9: CCCCCCCCCc1cc(=O)c2c(O)cc(O)cc2o1
10: NC1=NN(c2ccccc2)C2(c3ccncc3C(=O)O)C1C(N)=NN2c1ccccc1 (stereo not given)
11: C=Cc1nc(C#N)c(N)o1
12: COc1cc(Oc2c(C)c(Cl)c(OC)c(Cl)c2OC)c2c(c1Cl)COC2=O
13: CCOc1ccc2nc(NC(=O)C(=O)C(c3cnc4ccccc4n3)[N+](=O)[O-])sc2c1 (stereo not given)
14: CC(C)C(C)C(O)C(O)C(C)C1CCC2C3COC(=O)C4CC(O)C(O)CC4(C)C3CCC12C (stereo not given)
15: CC1CCCc2c(CC3CC(=O)NC(=O)C3)nc(N)nc21 (stereo not given)
16: CC(=O)NC1C(O)C(O)C(CO)OC1n1nc(SCc2ccccc2)c(=O)[nH]c1=O (stereo not given)

entry no. | 9 | 10 | 11 | 12 | 13 | 14 | 15 | 16
CCRF-CEM | x | x | x | x | x | x | x | x
MCF7 | -45.1*[100 µM] | 90.4&69.3[100 µM] | 86.4&92.4[100 µM] | -26.7*[100 µM] | 37.4&68.5[100 µM] | 91.0[100 µM] | 87.3&87.8[100 µM] | 84.5&95.7[100 µM]
MDA-MB-468 | x | x | x | x | x | x | x | x
RPMI-8226 | x | x | x | x | x | x | x | x
MDA-MB-231 | x | x | x | x | x | x | x | x

17: CCCCc1ccc(Nc2nc(Cl)c3ccn(C4CC(Oc5ccc(C)cc5)C(COc5ccc(C)cc5)O4)c3n2)cc1 (stereo not given)
18: CC(O)c1cc2c(s1)C(=O)c1ccsc1C2=O (stereo not given)
19: Cc1coc2c1C(OC(=O)C(C)C)C1(C)C(C)CCC(O)C1C2=O (stereo not given)
20: Cc1cc(=O)c2c(O)c3c(O)cc(O)c4c5c(O)cc(O)c6c(O)c7c(=O)cc(C)c8c1c2c(c34)c(c65)c78
21: Cc1cc(OC2OC(CO)C(O)C(O)C2O)ccc1O (stereo not given)
22: CC12CCC3c4cc(Br)c(O)c(Br)c4CCC3C1CCC2O (stereo not given)
23: Nc1cc2c3c(cccc3c1)C(=O)N(c1ccc(OCCN3CCCCC3)cc1)C2=O
24: O=C1c2cccnc2-c2nccc3ccnc1c23

entry no. | 17 | 18 | 19 | 20 | 21 | 22 | 23 | 24
CCRF-CEM | x | x | x | x | x | x | x | x
MCF7 | 78.3&69.9[100 µM] | -91.5*[100 µM] | 6.5*![100 µM] | 32.3&61.2[100 µM] | 68.5&99.0[100 µM] | -48.4*[100 µM] | -100.0*[100 µM] | -100.0*[100 µM]
MDA-MB-468 | x | x | x | x | x | x | x | x
RPMI-8226 | x | x | x | x | x | x | x | x
MDA-MB-231 | x | x | x | x | x | x | x | x

25: COC(=O)C(=O)C(C(=O)C(=O)Nc1nc(=S)[nH][nH]1)c1nc2ccc([N+](=O)[O-])cc2[nH]c1=O (stereo not given)
26: COc1ccc(/C=C2/NC(=S)N=C2Cl)cc1
27: CC(=O)NC(C)c1ccc(N=NN2CCCC2)cc1 (stereo not given)
28: COc1ccc(NC(C)=O)cc1C1CCC(=O)N1 (stereo not given)
29: COC(=O)C1CCC(=O)N1CN(C(C)=O)c1ccccc1 (stereo not given)
30: COC(=O)C(=O)C(C(=O)C(=O)Nc1ccc(C)cc1)c1nc2ccc(C(=O)c3ccccc3)cc2[nH]c1=O (stereo not given)
31: Cc1cc(O)c2c(c1)C(=O)C(c1c(C)cc3c(c1O)C(=O)C1OC1C3=O)=CC2=O (stereo not given)
32: O=C1c2ccccc2C(=O)c2c1ccc1c2OCO1

entry no. | 25 | 26 | 27 | 28 | 29 | 30 | 31 | 32
CCRF-CEM | x | x | x | x | x | x | x | x
MCF7 | 29.9&39.5[100 µM] | 75.0&82.0[100 µM] | 78.3&63.1[100 µM] | 70.0&82.0[100 µM] | 84.8&88.8[100 µM] | 19.5&86.3[100 µM] | -90.0*[100 µM] | 74.2&90.4[100 µM]
MDA-MB-468 | x | x | x | x | x | x | x | x
RPMI-8226 | x | x | x | x | x | x | x | x
MDA-MB-231 | x | x | x | x | x | x | x | x

33: CCOC(=O)C(=O)C(CCC(=O)c1ccc2ccccc2c1O)C(=O)OCC (stereo not given)
34: N#CC1=C(N)OC(c2cccc([N+](=O)[O-])c2)C1(C#N)C#N (stereo not given)
35: CC(=O)Nc1ccc(Nc2nc(=O)[nH]c(=O)[nH]2)cc1
36: NC(Cc1ccc(S(=O)(=O)O)cc1)C(=O)NC(Cc1ccc(S(=O)(=O)O)cc1)C(=O)NC(Cc1ccc(S(=O)(=O)O)cc1)C(=O)NC(Cc1ccc(S(=O)(=O)O)cc1)C(=O)O (stereo not given)
37: CC(C)=CCC/C(C)=C/CC/C(C)=C/CC/C(C)=C/C=C/C=C(\C)CC/C=C(\C)CC/C=C(\C)CCC=C(C)C
38: CNc1nc2c(C)ccc3[nH]c(N(C)C)nc3c-2n1
39: CC(C)(C)O/N=C/c1cc(NC(=S)c2ccsc2)ccc1Cl
40: N#Cc1c(=N)cc2c3ccccc3oc3c(C#N)c(N)[nH]c1c32

entry no. | 33 | 34 | 35 | 36 | 37 | 38 | 39 | 40
CCRF-CEM | x | x | x | x | x | x | x | x
MCF7 | 81.3&69.9[100 µM] | -88.5*[100 µM] | 91.3&92.1[100 µM] | 83.5&87.7[100 µM] | 28.2&74.5[100 µM] | 1.2*[100 µM] | -71.7*[100 µM] | 24.3&74.3[100 µM]
MDA-MB-468 | x | x | x | x | x | x | x | x
RPMI-8226 | x | x | x | x | x | x | x | x
MDA-MB-231 | x | x | x | x | x | x | x | x

3 compounds from above, sorted by number of heavy atoms, ascending:
39: CC(C)(C)O/N=C/c1cc(NC(=S)c2ccsc2)ccc1Cl
37: CC(C)=CCC/C(C)=C/CC/C(C)=C/CC/C(C)=C/C=C/C=C(\C)CC/C=C(\C)CC/C=C(\C)CCC=C(C)C
36: NC(Cc1ccc(S(=O)(=O)O)cc1)C(=O)NC(Cc1ccc(S(=O)(=O)O)cc1)C(=O)NC(Cc1ccc(S(=O)(=O)O)cc1)C(=O)NC(Cc1ccc(S(=O)(=O)O)cc1)C(=O)O (stereo not given)

entry no. | 39 | 37 | 36
CCRF-CEM | x | x | x
MCF7 | -71.7*[100 µM] | 28.2&74.5[100 µM] | 83.5&87.7[100 µM]
MDA-MB-468 | x | x | x
RPMI-8226 | x | x | x
MDA-MB-231 | x | x | x

Next part:
41: Nc1c(N2CCCCC2)c(=O)nc2[nH]/c(=C\c3ccccc3)c(=O)n12
42: CCCCCCSC[C@H](OC(C)=O)[C@@H](OC(C)=O)[C@@H](OC(C)=O)[C@@H](COC(C)=O)OC(C)=O
43: COc1cc2c(cc1-c1coc3cc(O)ccc3c1=O)OCO2
44: O=C1CC(c2ccccc2)NCCCCN2CC(CN1)C(C(O)c1ccccc1)C2=O (stereo not given)
45: CC(=O)c1cccc(NC(=O)/C(=N\NC(=S)NN)C2C(=O)Nc3ccccc3S2=O)c1 (stereo not given)
46: CCCCOC(=O)C1CN2C=CC=NC2=NC1(C(F)(F)F)C(F)(F)F (stereo not given)
47: CC(=O)OC(=C(C#N)C#N)c1nccnc1C(=O)O
48: COc1ccc(-c2c3c(nc4ncn(N)c(=N)c24)C(C)CCC3)cc1 (stereo not given)

entry no. | 41 | 42 | 43 | 44 | 45 | 46 | 47 | 48
CCRF-CEM | x | x | x | x | x | x | x | x
MCF7 | 47.6&51.9[100 µM] | 79.7&28.8[100 µM] | 58.5&67.5[100 µM] | 76.0&97.3[100 µM] | 67.3&86.5[100 µM] | 95.3&72.9[100 µM] | 89.4&101.0[100 µM] | x
MDA-MB-468 | x | x | x | x | x | x | x | 77.6
RPMI-8226 | x | x | x | x | x | x | x | x
MDA-MB-231 | x | x | x | x | x | x | x | 94.6

Compounds shown so far that have a thiophene ring, fused or not, in the order listed:
18: CC(O)c1cc2c(s1)C(=O)c1ccsc1C2=O (stereo not given)
39: CC(C)(C)O/N=C/c1cc(NC(=S)c2ccsc2)ccc1Cl

entry no. | 18 | 39
CCRF-CEM | x | x
MCF7 | -91.5*[100 µM] | -71.7*[100 µM]
MDA-MB-468 | x | x
RPMI-8226 | x | x
MDA-MB-231 | x | x

Further compounds.
49: c1cc2c3c(cccc3c1)-c1nc3nccnc3nc1-2
50: Clc1cc2nc(-c3ccccc3)c(-c3ccccc3)nc2cc1Cl
51: CCCCC/C=C/C(C)=C/C1CC(C)C/C=C/CCC(O)C(OC(N)=O)CCC(C)CC(O)C(C)C(=O)O1 (stereo not given)
52: O=C1CSC(c2ccc3c(c2)OCO3)Nc2n[nH]c(-c3ccccc3)c21 (stereo not given)
53: COC(=O)[C@]1(CCSC)N[C@H](c2cn(-c3ccccc3)nc2-c2ccccc2)[C@@H]2C(=O)N(c3ccccc3)C(=O)[C@@H]21
54: COC(=O)[C@]1(C(C)C)N[C@H](c2cn(-c3ccccc3)nc2-c2ccccc2)[C@@H]2C(=O)N(c3ccc(OC)cc3)C(=O)[C@@H]21
55: CN1CCCNc2c(c(=O)c2=O)NCCCN(C)CCCNc2c(c(=O)c2=O)NCCCN(C)CCCNc2c(c(=O)c2=O)NCCCN(C)CCCNc2c(c(=O)c2=O)NCCCN(C)CCCNc2c(c(=O)c2=O)NCCCN(C)CCCNc2c(c(=O)c2=O)NCCCN(C)CCCNc2c(c(=O)c2=O)NCCC1
56: Cc1ccc(Nc2nnc(-c3cc(-c4cccnc4)n(-c4ccccc4)n3)o2)cc1

entry no. | 49 | 50 | 51 | 52 | 53 | 54 | 55 | 56
CCRF-CEM | 87.3 | 88.2 | x | x | x | x | x | x
MCF7 | 30.2 | 78.1 | 86.5 | 94.0 | 83.2 | 95.4 | 74.1 | 91.7
MDA-MB-468 | x | x | 94.9 | 132.3 | 124.3 | 111.7 | 32.9 | 78.7
RPMI-8226 | x | x | 56.3 | x | x | x | x | x
MDA-MB-231 | 65.9 | 88.0 | x | 106.9 | 91.4 | 108.4 | 46.5 | 87.5

2 entries from above, tab-delimited:
#	Structure	CCRF-CEM	MCF7	MDA-MB-468	RPMI-8226	MDA-MB-231
14	CC(C)C(C)C(O)C(O)C(C)C1CCC2C3COC(=O)C4CC(O)C(O)CC4(C)C3CCC12C (stereo not given)	x	91.0[100 µM]	x	x	x
15	CC1CCCc2c(CC3CC(=O)NC(=O)C3)nc(N)nc21 (stereo not given)	x	87.3&87.8[100 µM]	x	x	x

Next results.
57: CCOC(CCC#N)c1ccc(Cl)cc1 (stereo not given)
58: CC(=O)CCC(=O)OCCCl
59: Cc1nn(-c2ccc(Br)cc2)c2nc3c(nc12)c(=O)oc1ccccc13
60: CCOc1ccc2nc(NC(=O)CC(C)=O)sc2c1
61: Cc1nn(-c2ccccc2)c2nc3c(nc12)C(=O)C(=O)c1ccccc1-3
62: Cc1cc(C)c(OC(=O)CSc2nc3ccccc3c(=O)n2CCc2ccccc2)cc1C
63: Cc1nn(-c2ccc(C#N)cc2)c2nc3c(nc12)C(=O)C(=O)c1ccccc1-3
64: COC(=O)[C@]1(C)N[C@H](c2cn(-c3ccccc3)nc2-c2ccccc2)[C@@H]2C(=O)N(c3ccc(OC)cc3)C(=O)[C@@H]21

entry no. | 57 | 58 | 59 | 60 | 61 | 62 | 63 | 64
CCRF-CEM | x | x | x | x | x | x | x | x
MCF7 | 92.8 | 103.2 | 88.3 | 94.6 | 63.1 | 93.7 | 102.7 | 106.1
MDA-MB-468 | 126.2 | 102.6 | 102.7 | 124.6 | 93.0 | 100.8 | 107.3 | 116.9
RPMI-8226 | x | x | x | x | x | x | x | x
MDA-MB-231 | 98.8 | 92.8 | 107.3 | 90.7 | 76.8 | 80.1 | 96.3 | 112.4
